Bioassay records from PubChem BioAssay.
GLP1R inv ag – GLP-1 receptor (human) inverse agonism; hit rate 1.6% among 410,000; P43220; AID 624417; HEK293 GLP-1R CRE-luciferase, luminescence, 24 h; GLP-1R form is constitutively active; Potency, µM (highest dose often 38.3 µM), inactives show top-dose activity change, negative = inhibition, most hits filed as inhibitors; also: potency is read from the fitted curve at half-maximal effect; % is scaled to controls: 0 for no effect and ±100 for the full control effect; nearly all actives have a fitted effect of over 55% in size
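HEK293 cells stably co-expressing a cAMP-responsive luciferase reporter and constitutively active GLP-1R were seeded, incubated 12 h, then exposed to compounds for 24 h at 37 C. Luminescence was read 12 min after detection reagent; inverse agonists lower signal.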
D3 antag – blocks the human D3 dopamine receptor; P35462; D3R cells, DiscoveRx beta-arrestin luminescence, antagonist mode; active compounds read low; max response, negative = inhibition, %; hit rate 2.5% among 360,000; in the data active = max response below about -50%; inconclusive = no clear call, values can overlap the other calls; also: % is scaled to controls: 0 for no effect and ±100 for the full control effect; mostly tested at two doses, the higher about 12 µM
Target sequence (P35462 whole entry, looked up): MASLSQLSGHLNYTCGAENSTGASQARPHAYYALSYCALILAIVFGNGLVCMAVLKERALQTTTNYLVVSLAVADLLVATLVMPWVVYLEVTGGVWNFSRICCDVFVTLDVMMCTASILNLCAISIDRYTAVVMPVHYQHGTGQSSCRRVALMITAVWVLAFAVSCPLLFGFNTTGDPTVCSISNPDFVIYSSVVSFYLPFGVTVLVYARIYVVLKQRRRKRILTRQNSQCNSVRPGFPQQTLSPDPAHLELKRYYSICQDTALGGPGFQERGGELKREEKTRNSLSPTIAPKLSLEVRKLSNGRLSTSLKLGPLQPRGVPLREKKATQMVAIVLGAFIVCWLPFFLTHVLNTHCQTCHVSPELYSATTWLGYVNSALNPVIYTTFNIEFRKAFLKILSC
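Cells expressing the human receptor were seeded at 1500 cells/well, incubated overnight at 37 degrees C in 5% CO2, then exposed to library compounds with dopamine controls for 90 minutes at 37 degrees C before luminescent detection.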
KB-V1 cytotox – kills drug-selected multidrug resistant KB-V1 cells. AID 1347076. hit rate 3.4% among 400,000. Potency, µM (series often up to 46.1 µM), inactives show at the highest dose activity change, negative = cytotoxicity, usual class: cytotoxic. KB-V1 MDR cells viability, CellTiter-Glo, 72 h; also: potency is read from the fitted curve at half-maximal effect; % is scaled to controls: 0 for no effect and ±100 for the full control effect; nearly all actives have a fitted effect of over 60% in size
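qHTS viability screen in drug-selected KB-V1 MDR cells: 72 h compound treatment at 37 degrees C, ATP luminescence end point.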
TDP43 rescue – TDP-43 toxicity inhibition in yeast | TDP-43 expressing yeast growth rescue, BacTiter-Glo, 24 h | Potency, µM (titrated, usually from 46.1 µM), for the others: top-dose growth rescue (activation), usual class: activators | hit rate 1.8% among 410,000 | AID 652104; also: potency is read from the fitted curve at half-maximal effect; % of control where 0% means no effect; nearly all actives have a fitted effect of over 50% in size
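In this qHTS, compounds that restore growth of yeast expressing TDP-43 appear as activators. Cells (OD600=0.02, galactose medium, raffinose-pregrown) are incubated with compound 24 hr at 30 deg C and growth is quantified by BacTiter-Glo.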
PTHR1 ag – agonists of human PTHR1 parathyroid hormone receptor | HEK293 GP2 PTHR1 cells, GloSensor cAMP luminescence, 1 h | hit rate 0.075% among 410,000 | Q03431 | Potency, µM (highest dose often 115 µM), inactives show at the top dose activation, actives largely listed as activators | AID 743266; also: potency is read from the fitted curve at half-maximal effect; nearly all actives have a fitted effect of over 55% in size; some results filed as inactive show a strong effect at the top dose; inactives centre near -15; many of its hits are not listed in these tables
Target sequence (Q03431 whole entry, looked up): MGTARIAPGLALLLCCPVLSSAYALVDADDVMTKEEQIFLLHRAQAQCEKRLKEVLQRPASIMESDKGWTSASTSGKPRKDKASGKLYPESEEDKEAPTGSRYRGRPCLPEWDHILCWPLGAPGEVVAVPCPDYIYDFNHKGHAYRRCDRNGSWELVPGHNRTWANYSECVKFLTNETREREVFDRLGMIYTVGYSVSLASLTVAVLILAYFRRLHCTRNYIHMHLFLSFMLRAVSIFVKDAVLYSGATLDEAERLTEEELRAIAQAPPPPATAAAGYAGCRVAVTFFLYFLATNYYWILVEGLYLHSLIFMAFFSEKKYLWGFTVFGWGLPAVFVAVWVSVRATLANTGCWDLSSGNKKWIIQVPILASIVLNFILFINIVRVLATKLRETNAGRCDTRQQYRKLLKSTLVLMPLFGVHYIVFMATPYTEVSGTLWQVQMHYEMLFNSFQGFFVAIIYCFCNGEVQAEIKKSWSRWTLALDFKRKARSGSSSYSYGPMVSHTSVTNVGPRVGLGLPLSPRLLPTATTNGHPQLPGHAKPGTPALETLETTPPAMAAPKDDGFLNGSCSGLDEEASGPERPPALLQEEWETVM
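HEK-293-derived GP2 cells expressing PTHR1 and a GloSensor cAMP reporter, 3,000/well, plated overnight, given luciferin plus IBMX (each 0.5 mM as added) for 1 h at 37 °C, then compound for 1 h at 37 °C. Luminescence was read after 15 min at room temperature.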
GLP1R cytotox – cytotoxicity in counter-screen for GLP-1R inverse agonists. HEK293 cAMP-luciferase reporter cells, luminescence, 24 h. Potency, µM (doses to about 38.3 µM), for the others: at the highest dose activity change, negative = inhibition, usual class: inhibitors. hit rate 0.13% among 410,000;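 also: loss of luciferase light is scored as toxicity; potency is read from the fitted curve at half-maximal effect; % is scaled to controls: 0 for no effect and ±100 for the full control effect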
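MLSMR compounds, 24 hr on cells at 37 deg C/5% CO2; luminescence after luciferase reagent (12 min RT). Inhibition counted as the undesired cytotoxic outcome.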
DRD3 agonist – agonists of human D3 dopamine receptor. P35462. D3R DiscoveRx beta-arrestin cells, luminescence, 90 min. max activation, %. hit rate 0.58% among 410,000; in the data active = max activation above about 30%; also: 0% is about no effect; mostly tested at two doses, the higher about 12 µM
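Agonist-mode cell screen: cells plated at 1500/well and incubated overnight at 37 °C, then exposed to library compounds for 90 min at 37 °C. Detection reagent was added for 30–60 min at room temperature, and luminescence was read.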
aSyn yeast inh – rescues yeast growth from alpha-synuclein toxicity; Potency, µM (series often up to 46.1 µM), for the others: at the top dose growth rescue (activation), actives largely listed as activators; hit rate 0.14% among 370,000; AID 652106; Yeast expressing alpha-synuclein, growth rescue, BacTiter-Glo, 24 h; also: potency is read from the fitted curve at half-maximal effect; % of control where 0% means no effect; nearly all actives have a fitted effect of over 65% in size
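Screening used galactose-induced yeast with toxic alpha-synuclein levels, exposed to compound for 24 hr at 30 deg C. Cell growth, read with BacTiter-Glo luminescence, gave the measured signal.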
GLP1R ag – GLP-1 receptor (human) agonism | Potency, µM (top dose mostly 45.6 µM), inactives show at the highest dose activation, usual class: activators | P43220 | HEK293 GLP-1R CRE-luciferase, luminescence, 4-6 h; cells express a hypersensitive GLP-1R form | hit rate 0.007% among 380,000; also: potency is read from the fitted curve at half-maximal effect; % of control where 0% means no effect
* marks the source's active call; other numbers are inactive results; i = inactive; u = inconclusive; x = no result given; [ ] = another dose, or the depositor's remark. Unless noted, calls follow the shape of the dose curve; as a rule, active = well fitted curve in the direction sought with a large enough effect; inconclusive = small, poorly fitted or top-dose-only effect, or another doubt; inactive = no such curve, though single readings can be large; an effect the other way counts as inactive or inconclusive. Not all compounds are listed (hit frequency here may not be typical).

mol	GLP1R inv ag	D3 antag	KB-V1 cytotox	TDP43 rescue	PTHR1 ag	GLP1R cytotox	DRD3 agonist	aSyn yeast inh	GLP1R ag
COc1ccc(CNC(=O)COc2cc(=O)n(C)c3ccccc23)cc1	17%	2	u	-32%[inhibitor]	-10%	6%	-5	0%	7%
CN(C(=O)CCc1nc2ccccc2c(=O)[nH]1)C1CCS(=O)(=O)C1 (stereo not drawn)	5%	-4	0%	-5%	15%	4%	1	1%	1%
Cc1nc2ccccc2c(=O)n1/N=C/c1cccs1	6%	5	-16%	-9%[9.22 µM]	-10%	3%	1	5%	19%
COc1ccccc1-c1noc(CCCC(=O)NC2CCCC2)n1	-14%	-16	u	-7%	-2%	2%	5	0%	13%
Cc1ccc(C(C)C)c(OCC(=O)c2c(O)c3ccccc3oc2=O)c1	5%	28	3%	-9%	-22%[57.5 µM]	-7%	-6	16%	-11%
O=c1c2cccnc2[nH]c(=S)n1CCC1=CCCCC1	4%	18	-10%	8%	-6%[57.5 µM]	0%	2	-3%	-10%
CCOC(=O)CSc1nnc(-c2cccnc2)n1Cc1ccccc1	-3%	0	-5%	9%	i	1%	4	-3%	-2%
CC(C)(C)OC(=O)N1CCCC(C(=O)Nc2cccc(C(=O)N3CCCCC3)c2)C1 (stereo not drawn)	-5%	-12	0%	6%	i	3%	0	-9%	5%
Cc1noc(C)c1NC(=O)N(C)C[C@H]1Oc2ccc(NC(=O)C3CC3)cc2C(=O)N([C@H](C)CO)C[C@@H]1C	5%	0	-5%	-7%	19%	1%	25	3%	-2%
CC(NC(=O)c1ccc(N(C)C)cc1)c1ccc(F)cc1 (stereo not drawn)	u	0	u	x	i	-8%	7	-3%	5%

Next section
mol	GLP1R inv ag	D3 antag	KB-V1 cytotox	TDP43 rescue	PTHR1 ag	GLP1R cytotox	DRD3 agonist	aSyn yeast inh	GLP1R ag
O=C(O)CCN=C1CCCc2ccccc2N1	-1%	-11	11%	0%	i	0%	2	1%	2%
CCOC(=O)N1CCC(NC(=O)C(CC(C)C)NC(=O)C2CCCCC2)CC1 (stereo not drawn)	25%	2	1%	4%	i	8%	4	2%	-8%
Cn1c(-c2ncc(F)cc2F)cc2onc(-c3c(F)cccc3Cl)c2c1=O	8%	-3	-27%	11%	-74%[inhibitor]	2%	-9	-1%	1%
COc1ccc2occ(C(C)=O)c2c1	14%	-7	8%	-11%	15%	7%	-2	-3%	-2%
CCC(C)NC(=O)c1sc2nc(C)c(C(=O)Nc3ccc(C)cc3C)c(-c3ccc(Br)cc3)c2c1N (stereo not drawn)	2%	x	-4%	12%	i	11%	-13	x	x
CN1C(=O)C2C3c4ccccc4C(c4ccccc43)[C@@H]2C1=O (stereo partly drawn)	-9%	3	-1%	2%	-10%	-10%	-3	-2%	6%
Oc1oc(-c2ccccc2)nc1C=NCc1ccccc1	3%	-14	8%	u	-1%[57.5 µM]	1%	-4	-18%	0%
Cc1cc2ccccc2n1CCNC(=O)C1CCCC1	0%	5	18µM*	11%	-17%	1%	-3	2%	5%
COc1ccc(C(=O)N[C@H](C(=O)OCCCOC(=O)[C@@H](NC(=O)c2ccc(OC)cc2)C(C)C)C(C)C)cc1	u	0	-2%	6%	-33%[inhibitor]	-16%	0	-2%	6%
C#CCOCCOCCOCCNc1nc(N2CCN(C(=O)C([C@@H](C)CC)n3cc(C(N)COC(=O)C(F)(F)F)nn3)CC2)nc(N2CCN(C(=O)[C@H](Cc3cc4ccccc4[nH]3)n3cc(C(N)CO)nn3)CC2)n1 (stereo partly drawn)	18%	-22	-9%	3%	-10%	-4%	0	2%	-3%

Entries shown so far with an aryl methoxy group (4):
mol	GLP1R inv ag	D3 antag	KB-V1 cytotox	TDP43 rescue	PTHR1 ag	GLP1R cytotox	DRD3 agonist	aSyn yeast inh	GLP1R ag
COc1ccc(CNC(=O)COc2cc(=O)n(C)c3ccccc23)cc1	17%	2	u	-32%[inhibitor]	-10%	6%	-5	0%	7%
COc1ccccc1-c1noc(CCCC(=O)NC2CCCC2)n1	-14%	-16	u	-7%	-2%	2%	5	0%	13%
COc1ccc2occ(C(C)=O)c2c1	14%	-7	8%	-11%	15%	7%	-2	-3%	-2%
COc1ccc(C(=O)N[C@H](C(=O)OCCCOC(=O)[C@@H](NC(=O)c2ccc(OC)cc2)C(C)C)C(C)C)cc1	u	0	-2%	6%	-33%[inhibitor]	-16%	0	-2%	6%

Further structures follow.
mol	GLP1R inv ag	D3 antag	KB-V1 cytotox	TDP43 rescue	PTHR1 ag	GLP1R cytotox	DRD3 agonist	aSyn yeast inh	GLP1R ag
Cc1cccc(N(C)S(=O)(=O)c2nnc(NC(=O)C(C)Oc3ccccc3)s2)c1 (stereo not drawn)	u	x	x	0%	-27%	-3%	8	x	x
CCOc1ccc(S(=O)(=O)NCc2ccncc2)cc1NC(=O)c1ccccc1	-7%	10	u	-6%	-22%	-1%	14	4%	0%
CCSC1=C(C#N)C(c2cccc(Br)c2)CC(=O)N1 (stereo not drawn)	u	5	-9%	2%	i	-22%	0	5%	10%
O=S(=O)(NCC[C@@H]1CC[C@H](NS(=O)(=O)c2cccc(F)c2)[C@@H](CO)O1)c1cccc(F)c1	-15%	19	-17%	8%	13%	17%	-3	7%	x
CCc1ccccc1NS(=O)(=O)c1ccc2[nH]cc(C(=O)NCc3ccco3)c(=O)c2c1	1%	2	21%	-8%	i	-2%	-17	-1%	-10%
CCCCCOc1ccc(C(=O)NCC2(c3ccccc3)CCOCC2)cc1	-22%	4	23µM*	-10%	-24%	2%	-9	3%	2%
Cc1ccc(S(=O)(=O)N2C[C@@H]3[C@H]4CC[C@H](C4)[C@@H]3[C@@H](C)[C@@H]2c2cn(Cc3ccccc3)c3ccc(F)cc23)cc1	-25%	-9	0%	-7%	-36%[inhibitor]	2%	-39	4%	-2%
COCCn1ccc2c(OCC(=O)NCc3ccccc3)cccc2c1=O	5%	6	-12%	21%	-49%	-2%	4	3%	-1%
CCc1nc2c(OCc3cccc(Cl)c3)cccn2c1N(C)C(=O)Nc1ccccc1OC	u	-14	0%	u	-1%	-15%	-12	18%	-1%
CCC/C(O)=C1\C(=O)CCCC1=NC(C)C(=O)O (stereo not drawn)	13%	-19	6%	-25%	i	22%	-13	-8%	1%

Going on with the list.
Order of values – GLP1R inv ag | D3 antag | KB-V1 cytotox | TDP43 rescue | PTHR1 ag | GLP1R cytotox | DRD3 agonist | aSyn yeast inh | GLP1R ag
- Cc1ccccc1C(=O)NC1CCN(Cc2nnnn2C2CCCC2)CC1
  2% | u | u | 0% | -5% | 3% | 0 | 5% | 6%
- CN(C)C(=O)CCc1ccc2c3c([nH]c2c1)[C@]1(C)[C@@H](C(=O)N2CCOCC2)C[C@H](CC(=O)NC(C)(C)C)C(=O)N1CC3
  13% | 18 | 0% | 14% | i | 4% | 4 | -5% | 2%
- COc1ccc(NCc2nnc(SCC#N)n2-c2ccccc2OC)cc1
  -11% | -18 | u | 17% | -18% | 9% | -7 | -9% | -6%
- CS(=O)(=O)c1ccccc1C(=O)Nc1ccc(-c2nc3ccccc3[nH]2)cc1
  -5% | -13 | 0% | 4% | i | -13% | -1 | -9% | 12%
- Cc1ccc(-n2cnc3sc(C)c(C)c3c2=O)cc1
  40%[activator] | 0 | 9% | x | -25% | -6% | -8 | -1% | -1%
- CC(C)(C)c1ccc(OCC(=O)Nc2ccc(S(=O)(=O)Nc3ncccn3)cc2)cc1
  -9% | x | 5% | 0% | -16% | 7% | -4 | x | x
- O=C(Nc1cccnc1)OC1CCCC1
  3% | -2 | 3% | -17% | -5% | 0% | -3 | 2% | 4%
- COc1cc(OC)cc(-c2c(Sc3ccccc3)c3cc(-c4cnc(N5CCOCC5)nc4)ccc3n2C)c1
  23% | -6 | -8% | 20% | i | -1% | -3 | -7% | 3%
- Cc1ccc(CNCc2ccc3c(c2)OCO3)c(C)c1
  -18% | -3 | 0% | 2% | i | -10% | -9 | 0% | 6%
- CCc1nc(SCC(=O)N2CC(=O)Nc3ccccc32)c2c(C)c(C)sc2n1
  56%[activator] | 21 | -4% | -14% | -89%[inhibitor] | u | 8 | 0% | 1%
- CC(NC(=O)N(Cc1ccccc1)Cc1ccc2c(c1)OCO2)(C(F)(F)F)C(F)(F)F
  0% | -20 | 1% | -6% | i | -7% | -24 | 1% | -3%
- Cc1c2n(c3ccccc13)CC/C2=N\O
  72%[activator] | 4 | 5.2µM* | 11µM* | i | 13% | 1 | 4% | 16%
- CCN1CCN(C(=O)c2cc(COc3ccc(F)c(F)c3)on2)[C@@H](C)C1=O
  22% | 29 | u | 15% | -22% | 1% | -4 | 0% | -8%
- C#Cc1ccc(NC(=O)C2(C)CCN2C(=O)C2(c3ccccc3)CCCC2)cc1 (stereo not drawn)
  u | 13 | u | 6% | i | 4% | 4 | 1% | 0%
